Screens (PubChem)
HUVEC tox TNFa = toxic to HUVEC cells under TNF alpha stimulation | HUVEC TNFalpha-stimulated, Hoechst cell count, imaging | cell count reduction, % at 2 µM | 93,000 compounds, 0.17% hits;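 active = cell count reduction exceeding the screen mean by over 5 SD, scaled to untreated wells per plate, cut at about 78% in these data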;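 note: cells counted after 24 h of TNF alpha exposure following the 1 h pretreatment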
ERa coact inh = ER-alpha (human) coactivator binding inhibition; inhibition, % at 25.6 µM; TR-FRET ER-alpha LBD / SRC-1 peptide, estradiol-bound; AID 629; P03372; 86,000 compounds, 1.7% hits; in the data active = inhibition above about 50%;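 note: 0% = receptor plus peptide control and 100% = peptide only without receptor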
Target sequence (P03372 whole entry, looked up, the tested form may be a part): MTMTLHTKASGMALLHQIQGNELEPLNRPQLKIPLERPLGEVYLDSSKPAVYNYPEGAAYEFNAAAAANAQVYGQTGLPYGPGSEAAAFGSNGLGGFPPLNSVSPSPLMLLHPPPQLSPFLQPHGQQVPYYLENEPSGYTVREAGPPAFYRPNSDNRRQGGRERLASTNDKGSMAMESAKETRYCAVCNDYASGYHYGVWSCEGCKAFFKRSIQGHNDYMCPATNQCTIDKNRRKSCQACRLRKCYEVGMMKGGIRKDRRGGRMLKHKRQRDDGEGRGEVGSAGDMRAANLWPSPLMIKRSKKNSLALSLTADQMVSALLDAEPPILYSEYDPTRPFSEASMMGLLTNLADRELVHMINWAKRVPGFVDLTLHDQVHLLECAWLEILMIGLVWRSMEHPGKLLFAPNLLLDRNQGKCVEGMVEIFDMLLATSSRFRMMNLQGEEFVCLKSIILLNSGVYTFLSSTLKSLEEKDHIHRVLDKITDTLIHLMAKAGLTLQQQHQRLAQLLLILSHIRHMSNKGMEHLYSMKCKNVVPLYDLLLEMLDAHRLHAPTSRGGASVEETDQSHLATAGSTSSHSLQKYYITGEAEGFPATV
cytoskel mod = modifiers of cytoskeleton assembly. inhibition, % at 2 µM. 91,000 compounds, 0.18% hits. HUVEC TNFa F-actin phalloidin imaging, high content. AID 836;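 active = inhibition above the batch mean plus 3 SD and confirmed as a hit by visual image inspection, cut at about 30% in these data, passing the limit was not always enough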; note: strong numbers were not always called active
LYP act = increases human PTPN22 phosphatase activity. Q9Y2R2. recombinant LYP, DiFMUP fluorescence; 0 = plate median, 100 = signal doubled. activation, % at 2 µM. 96,000 compounds, 0.11% hits;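 active = activation at 2 µM above a set limit, the mean plus 5 SD, cut at about 37% in these data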
LYP inh 2 = LYP (human) phosphatase inhibition. recombinant LYP catalytic domain, DiFMUP fluorescence. inhibition, % at 2 µM. 96,000 compounds, 0.21% hits. AID 640;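 active = inhibition at 2 µM at or above a set limit, the screen mean plus 3 SD, cut at about 24% in these data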;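 note: 0% = DMSO with enzyme and 100% = enzyme fully blocked by orthovanadate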
IL1B cytotox = HUVEC cytotoxicity counter-screen, IL-1B stimulated | HUVEC cell count loss, Hoechst imaging | cell count reduction, % at 2 µM | 94,000 compounds, 0.41% hits | AID 845;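 active = cell count reduction more than 3 SD above the screen-wide mean, cut at about 70% in these data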;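 note: normalized per plate to untreated control cells as the no-loss baseline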
VCAM1 TNFa inh = reduces TNF alpha induced VCAM1 expression in HUVEC; 95,000 compounds, 0.48% hits; HUVEC TNFa-induced VCAM-1 immunofluorescence, high-content imaging; inhibition, % at 2 µM;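 active = inhibition above the batch mean plus 3 SD, with images confirmed as a hit by eye, cut at about 37% in these data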;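 note: 0% = TNF-stimulated DMSO wells and 100% = unstimulated control wells; not every result past the cut was called active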
FAK inh = inhibitors of human focal adhesion kinase. 97,000 compounds, 0.84% hits. biochemical FAK kinase activity assay. AID 727. inhibition, %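 (tested at 7 µM)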; in the data active = inhibition above about 19%;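 note: 0% = DMSO and 100% = reference compound high control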
PTK2B oligo ant = blocks oligomerization of human Pyk2 in cells; AID 1347419; Q293 cells, Pyk2 FERM NanoBiT luminescence; stronger effect = lower value; Q14289; z-score (the deposit names both 25 µM and 10 µM); 99,000 compounds, 0.83% hits;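 active = Z-score of -3 or lower, scaled per plate to the spread of control and sample wells; inactive = z-score above -3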;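 note: negative z-score means lost luminescence so less FERM oligomerization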
An asterisk follows results filed as active; . = not tested or not shown; [ ] = remark or other dose. Compounds as they come; about 3.8% have a hit in one of these screens.

SMILES	HUVEC tox TNFa	ERa coact inh	cytoskel mod	LYP act	LYP inh 2	IL1B cytotox	VCAM1 TNFa inh	FAK inh	PTK2B oligo ant
CCOc1ccccc1Nc1ncnc2ccccc12	4	-11	-42	-2	4	7	5	10	-0.11
CCN(C(=O)Cc1cccs1)c1nnc(-c2cc(OC)c(OC)c(OC)c2)s1	-3	0	13	-3	1	-13	29	0	-1.2
Cc1ccc(C)c(NS(=O)(=O)c2ccc(OCC(=O)NCc3ccco3)cc2)c1	12	16	-9	-3	-1	-47	-5	1	-0.9
CC(=O)N1CCC(C(=O)c2ccc(Cl)cc2)CC1	10	9	-20	-1	3	19	-3	1	0.01
COc1cc(C(C(=O)NC(C)(C)C)N(C(=O)CNC(=O)c2cccs2)c2ccc(C(C)C)cc2)cc(OC)c1OC (configuration not stated)	7	.	5	-6	9	-1	12	0	0.4
CC(=O)Nc1cccc(N2C(=O)CC(N3CCC(C(=O)N4CCCCC4)CC3)C2=O)c1 (configuration not stated)	-2	1	-8	-5	6	-9	16	-2	-0.55
CCOn1c(-n2nc(C)cc2C)nc2ccccc2c1=O	-10	10	6	5	-7	-11	14	1	0.39
Nc1ccc2nc(-c3cc(Cl)c(N)c(Cl)c3)[nH]c2c1	1	95*[fluorescence artefact?]	-1	-9	10	8	39	9	-0.66
CCn1c(=O)n(CC)c2cc(S(=O)(=O)N3CCC(c4ccccc4)CC3)ccc21	-21	-6	0	-17	16	29	21	-2	-1.6
COc1ccc(CCn2c(SCC(=O)Nc3cc(C)on3)nc3ccccc3c2=O)cc1OC	87*	5[fluorescence artefact?]	-24	-7	4	-5	38	0	-0.19
COc1ccc(C2SCC(=O)N2CCCN(C)C)cc1 (configuration not stated)	5	8	.	-2	3	-7	4	1	0.29
CCn1c(COc2ccc(OC)cc2)nnc1SCC(=O)Nc1cc(OC)ccc1OC	-2	-1	5	11	-15	2	-18	-1	0.23
O=C1c2ccccc2C(=O)N1CCCc1nc(-c2ccncc2)no1	2	-5	4	-5	9	0	9	0	0.26
C=CCn1c(SCC(=O)Nc2nc(C)cs2)nnc1C(CO)NC(=O)c1ccccc1 (configuration not stated)	1	-2	-11	-4	3	22	-21	-3	0.69
CCOC(=O)c1c(NC(C)=O)sc2c(O)c(CN3CCN(CC)CC3)ccc12	-25	54*[fluorescence artefact?]	-14	-12	9	-3	-4	3	0.74
c1ccc(Oc2ncnc3oc(-c4ccccc4)cc23)cc1	-38	.	6	4	-1	-1	7	-8	0.01
COc1ccc(CCNC(=O)CSc2nnnn2Cc2ccc3c(c2)OCO3)cc1OC	-4	7	2	1	-2	-8	-45	1	2.7
CCOC(=O)Cn1cnc2c(cnn2-c2ccc(Cl)cc2)c1=O	-24	.	-6	4	-7	-10	0	0	0.55
CCOC(=O)CN(C(=O)CCC(=O)Nc1cc(C)on1)C(C(=O)NC1CCCC1)c1cccnc1 (configuration not stated)	-29	-5	7	26	-24	-16	10	-3	-0.29
CCCc1cc(-c2n[nH]c(C)c2-c2ccc(C(=O)OCC)o2)c(O)cc1O	-4	-22	6	6	-6	11	30	4	-0.98
Cc1cccc(NC(=O)C2(c3ccc([N+](=O)[O-])cc3)CCCC2)c1	4	.	-4	-1	6	-52	-4	-1	-1
N=c1c(C(=O)NCc2ccc(F)cc2)cc2c(=O)n3ccccc3nc2n1Cc1cccnc1	6	71*	-12	-4	5	-19	0	8	-0.86
O=C(NNC(=O)C(c1ccccc1)c1ccccc1)c1cccs1	-41	.	26	-3	4	-47	18	-2	0.92
N#CC(C(=O)C12CC3CC(CC(C3)C1)C2)c1nc2ccccc2[nH]1 (configuration not stated)	-23	7	9	-7	7	3	9	3	-2.7
Cc1ccc(N2CCN(CCc3nc4cc(NC(=O)c5ccco5)ccc4n3C)CC2)cc1	-24	-2	-5	9	-10	-22	13	-3	0.5
Cn1c(=O)c2c(nc(Oc3ccc4ccccc4c3)n2C)n(C)c1=O	-6	1[fluorescence artefact?]	-15	-4	8	1	9	-2	-0.52
Cc1cccc(C(=O)N2CCC(n3nnc4cc(F)ccc43)CC2)c1	-7	0	0	6	-4	-16	6	-3	1.2
Cc1cc(=O)oc2ccc(OCC(=O)N3CCC(C)CC3)cc12	40	-5	-6	-5	3	6	35	4	1.2
Cn1c(COc2ccccc2)nnc1SCCN1CCOCC1	-28	-1	-6	4	-6	-16	-10	3	-0.9
Cc1ccc(C)c(Cn2c(=O)c3c(nc4n3CCN4Cc3ccco3)n(C)c2=O)c1	-9	-16[fluorescence artefact?]	-9	-9	8	-59	-16	-3	0.9
Cc1onc(-c2c(F)cccc2Cl)c1C(=O)NC1CCSC1=O (configuration not stated)	-42	-9	.	10	-8	-17	11	-1	1.5
COc1ccc(CCNC(=O)c2[nH]c(C)c(C(C)=O)c2C)cc1	11	0	-12	0	1	5	-4	0	1
CC1(C)[N+]([O-])=C2C(=[N+]([O-])C1(C)C)c1ccccc1/C2=N\O	6	-5	-11	-4	3	-106	-27	-3	0.29
CC(C)(C)n1nnnc1CN(Cc1cccnc1)Cc1ccccc1Cl	2	-4	-7	-1	-2	-1	7	1	-1.6
O=S(=O)(Cc1ccccc1)/C1=C(\N2CCOCC2)CCCCCC1	-12	.	5	-10	7	-20	5	1	0.55
O=C(CNC(=O)c1ccco1)OCc1c(F)cccc1Cl	7	.	-17	5	-8	-17	-13	-3	0.68
COC(=O)c1c(NC(=O)CN2CCN(C(=O)c3ccco3)CC2)c2cc(C)ccc2n1C	-23	-1	34	-3	1	3	9	-1	-0.95
COC(=O)c1ccc(NC(=O)CSc2n[nH]c(-c3ccncc3)n2)cc1	-7	5	1	-7	2	-21	20	0	0
COc1ccc(OC)c(C2C(C(C)=O)=C(O)C(=O)N2CCN2CCOCC2)c1 (configuration not stated)	-22	-11	-6	-6	3	-12	16	0	2
C=CCc1ccccc1OCC(CN1CCCCC1)OC(C)=O (configuration not stated)	-17	7[fluorescence artefact?]	28	-8	6	-9	-3	3	0.01
CCOc1ccc(N2CC(C(=O)Nc3ncccc3C)CC2=O)cc1 (configuration not stated)	10	.	-12	3	-2	2	12	1	-0.48
Cc1nc(Nc2nc(-c3ccccc3)cc(=O)[nH]2)nc2ccccc12	-1	20[fluorescence artefact?]	-9	8	-12	-20	-11	4	-3
CNC(=O)CN(c1cc(C)ccc1C)S(C)(=O)=O	-15	28	21	16	-22	8	16	0	1.2
Fc1cc2nc(-c3ccncc3)[nH]c2cc1F	-11	8	-4	-1	-1	14	-14	7	1.7
O=C(CCSc1ccc(F)cc1)Nc1ccc(-n2cnnn2)cc1	-15	-9	10	-8	7	-16	-18	-2	1.7
Cc1cc(C)nc(NS(=O)(=O)c2ccc(NC(=O)COc3ccccc3)cc2)n1	30	1	-13	7	-8	11	-3	-4	0.65
Cc1ccc(NC(=O)C(C)Sc2nnc(-c3cccnc3)o2)cc1 (configuration not stated)	-26	7	-5	-2	1	7	-10	-2	0.37
CCCCn1ccnc1C(=O)c1cccc(S(=O)(=O)N2CC(C)CC(C)C2)c1 (configuration not stated)	-15	5	-7	-10	12	-22	-1	1	-2.1
Cc1ccccc1NS(=O)(=O)c1cc(C(=O)NCCSC2CCCCC2)ccc1C	12	.	5	-10	12	-32	-3	5	-0.98
N#C/C=C\Oc1ccc(Cl)cc1N	-15	.	17	-7	5	-4	32	-7	0.08

Later entries:
SMILES	HUVEC tox TNFa	ERa coact inh	cytoskel mod	LYP act	LYP inh 2	IL1B cytotox	VCAM1 TNFa inh	FAK inh	PTK2B oligo ant
C=CCn1c(C(C)NC(=O)CCC)nc2ccccc21 (configuration not stated)	-24	-2[fluorescence artefact?]	17	-8	10	-22	10	-1	0.41
COc1cc(C(=O)NC2CCN(Cc3nnnn3Cc3cccs3)CC2)cc(OC)c1OC	-5	-6	8	1	-2	9	6	3	0.02
COc1ccccc1N(CC(O)CN1C(=O)NC(C)(C)C1=O)S(=O)(=O)c1ccc(C)cc1 (configuration not stated)	-17	2	8	-9	9	-8	-14	2	0.83
COc1cc(NS(=O)(=O)c2ccc(C)cc2)ccc1-n1cnnn1	-14	1	22	-1	-2	0	0	-80	-0.42
O=C1CN(c2ccc(Br)cc2)C(=O)N1CC(=O)N1CCCc2ccccc21	-5	2	-2	1	-3	6	-8	1	-1
Cc1ccc(S(=O)(=O)N2CCCC(C(=O)NCc3ccccn3)C2)cc1 (configuration not stated)	.	10	.	7	-2	-17	.	-3	0.26
O=C1NC2(C=Cc3c(ccc4ccccc34)O2)Oc2ccccc21 (configuration not stated)	-10	-2	26	-1	4	-24	-8	4	0.22
COc1cc(C)nc(N2CCCC(C(=O)NCC(C)C)C2)n1 (configuration not stated)	-5	-1	-1	0	-2	-47	-6	0	0.51
COc1ccc(C2N(c3ccc(Cl)cc3)C(=O)C3CCCN32)cc1 (configuration not stated)	-4	-8	-1	3	-4	-5	-1	-3	.
O=C(O)c1cc(Nc2nc(N3CCOCC3)nc(N3CCOCC3)n2)ccc1Cl	-4	2	-3	7	-11	15	8	2	-0.67
O=C(Nc1ccccc1-c1ccccc1)C12CC3CC(CC(C3)C1)C2	5	.	4	2	0	-31	36	1	-0.85
Cc1ccc(SCc2ccc(C(=O)Nc3cc([N+](=O)[O-])ccc3C)cc2)cc1	-6	.	24	-6	8	-9	8	-7	0.42
COc1ccc(Oc2c(C)oc3cc(OC(=O)N4CCOCC4)ccc3c2=O)cc1	5	-2	-4	16	-22	8	28	1	-0.44
Cc1cc(C)cc(OCC(=O)NCCN2CCOCC2)c1	-8	-10	-14	14	-14	-4	-1	-2	-0.67
Cc1ccc(C2CC(=O)c3cnc(N4CCc5ccccc5C4)nc3C2)cc1 (configuration not stated)	1	5	-22	-20	24	-9	11	-2	-0.96
Cn1nc(C(=O)Nc2c(-c3ccccc3)nc3sccn23)c2ccccc2c1=O	-17	62*[fluorescence artefact?]	7	0	-1	-4	16	5	0.66
CSC1=N/C(=C\c2ccc(C)o2)C(=O)S1	2	-11	54	-2	-1	-4	-7	5	0.68
Cc1cc(N2CCCC2)c(C)cc1C=O	-2	9[fluorescence artefact?]	-5	-10	12	-21	1	3	1.7
COC(=O)c1ccc(NC(=O)CSc2nccn2CCc2ccccc2)cc1	-18	6	11	6	-4	4	-3	0	-0.73
CC(=O)Nc1nc2ccccc2n1Cc1ccccc1C	-26	-3	-6	5	-6	-12	6	2	0.34
CC1=CC(C)(C)NC(=S)N1c1ccc(C)cc1	-36	-494[fluorescence artefact?]	18	-8	7	-12	-5	1	0.46
CN(C)S(=O)(=O)c1ccc(C(=O)NCCSc2ccccc2)cc1	-29	.	-1	9	-11	0	-6	1	1.1
CCc1c(C(=O)NCc2ccccc2Cl)[nH]c(C)c1C(C)=O	4	-7	-76	11	-14	-28	21	3	0.43
Cc1ccc(C(=O)O/N=C\c2ccc(N3CCCCC3)c([N+](=O)[O-])c2)cc1	6	.	-26	8	-4	-6	-6	-2	0.44
CCOc1cc(C(=O)Nc2ccc(S(=O)(=O)N3CCOCC3)cc2)cc(OCC)c1OCC	-42	1	10	-2	4	-17	9	1	-0.48
